Screening results: PubChem, National Center for Advancing Translational Sciences (NCATS)
HT1080NT lethal: kills 2HG-producing HT-1080-NT fibrosarcoma cells; HT-1080-NT fibrosarcoma viability, CellTiter-Glo ATP luminescence, 48 h; Potency, µM (series often up to 46.1 µM), inactives show top-dose activity, negative = less viability, usual class: cytotoxic; 1.6% of 360,000 active; AID 686970;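 note: NT is the 2HG producing partner of a matched IDH1 knockdown line; potency is the fitted concentration of half-maximal effect; 0% = DMSO-treated cells and -100% = media-only wells without cells; nearly all actives have a fitted effect of over 55% in size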
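Luminescent CellTiter-Glo readout after 48 hours of compound exposure at 37 degrees C defined viability of HT-1080-NT cells. Activity was normalized to DMSO wells and cell-free media wells; concentration-response curves were fitted and assigned curve classes.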
ATXN viability: cell viability loss in ATXN counter-screen. AID 651635. 0.49% of 400,000 active. S2 cells (HEK-293 line with an ATXN2-luciferase reporter) viability, CellTiter-Fluor protease fluorescence, 24 h. Potency, µM (highest dose often 56.7 µM), hits mostly cytotoxic; note: potency is the fitted concentration of half-maximal effect; nearly all actives have a fitted effect of over 40% in size
IL1B secr inh: inhibitors of inflammasome signaling (IL-1 beta secretion); THP-1 LPS/ATP IL-1B secretion, AlphaLISA, 16 h; hits give low values; activity change, % at 57.5 µM; 4.7% of 360,000 active; in the data active = activity change below about -50%; inconclusive = mostly about -30% to -49%; note: % is set by controls: 0 for no effect and ±100 for the full control effect
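THP-1 cells pretreated 1 hr with compounds (up to 57.5 uM final), then stimulated with LPS (250 ng/mL final) plus ATP (1.25 mM final); secreted IL-1B measured by AlphaLISA after 16 hr, decreased signal indicating inhibition.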
KB-3-1 cytotox: KB-3-1 parental cell cytotoxicity; KB-3-1 viability, CellTiter-Glo ATP luminescence, 72 h; 1.4% of 400,000 active; AID 1347075; Potency, µM (highest dose often 46.1 µM), for inactives: top-dose activity change, negative = cytotoxic, usual class: cytotoxic; note: potency is the fitted concentration of half-maximal effect; % is set by controls: 0 for no effect and ±100 for the full control effect; nearly all actives have a fitted effect of over 60% in size
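KB-3-1 parental drug-naive adenocarcinoma cells in DMEM/10% FBS, incubated 72 h at 37 C with pin-transferred compounds across a concentration series. Viability by CellTiter-Glo luminescence; concentration-response curves fitted after normalization.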
ATXN2 expr inh: ATXN2 expression inhibition; HEK-293 ATXN2-luciferase reporter, luminescence, 24 h; Potency, µM (series often up to 57 µM), for the others: top-dose activity change, negative = inhibition, hits mostly inhibitors; 0.72% of 360,000 active; note: potency is the fitted concentration of half-maximal effect; % is set by controls: 0 for no effect and ±100 for the full control effect; nearly all actives have a fitted effect of over 55% in size
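qHTS (up to 57 uM final) was run with 24 h compound exposure of reporter cells at 37 °C. Each well was multiplexed: SteadyGlo luminescence measured ATXN2-luciferase expression after a fluorogenic Gly-Phe-AFC viability readout (25 uM final).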
HT1080 IDH1KD tx: kills HT-1080 cells with IDH1 knockdown. 2% of 360,000 active. Potency, µM (series often up to 46.1 µM), inactives show at the top dose activity, negative = toxicity, most hits filed as cytotoxic. HT-1080 IDH1 knockdown viability, ATP luminescence, 48 h. AID 686971;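 note: potency is the fitted concentration of half-maximal effect; 0% = DMSO wells and -100% = cell-free medium wells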
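In this qHTS, HT-1080 cells depleted of IDH1 are exposed for 48 h at 37 °C to compound titrations. Toxicity is scored from CellTiter-Glo luminescence, with DMSO as full viability and medium alone as none.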
KB-V1 MDR tox: kills drug-selected multidrug resistant KB-V1 cells | KB-V1 MDR cells viability, CellTiter-Glo, 72 h | Potency, µM (top dose mostly 46.1 µM), for the others: at the top dose activity change, negative = cytotoxicity, most hits filed as cytotoxic | 3.4% of 400,000 active | AID 1347076; note: potency is the fitted concentration of half-maximal effect; % is set by controls: 0 for no effect and ±100 for the full control effect; nearly all actives have a fitted effect of over 60% in size
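Following 72 h at 37 degrees C with compound, KB-V1 cell viability was read by CellTiter-Glo luminescence, medium being phenol-red-free DMEM plus 10% FBS; concentration-response parameters came from normalized, curve-fitted qHTS data.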
SW480 rerep: inducers of DNA re-replication in SW480 colon cancer cells | SW480 DNA re-replication, Hoechst DNA content imaging, 48 h | Potency, µM (highest dose often 46.1 µM), for inactives: at the highest dose re-replication activation, actives largely listed as activators | 1.8% of 340,000 active; note: potency is the fitted concentration of half-maximal effect; % of control where 0% means no effect; nearly all actives have a fitted effect of over 55% in size
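First, 250 cells per well were seeded. Next, compound or vehicle (23 nL) was pinned in, plates sat 48 hr at 37 C. Finally Hoechst was added for 40 min before fluorescence scanning.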
MCF10A rerep: induces DNA re-replication in MCF 10a normal breast cells; MCF 10A DNA re-replication, Hoechst nuclear intensity, 48 h; 2.9% of 350,000 active; Potency, µM (highest dose often 46.1 µM), for the others: at the top dose activity, positive = re-replication, actives largely listed as activators; note: potency is the fitted concentration of half-maximal effect; % of control where 0% means no effect; nearly all actives have a fitted effect of over 50% in size
* marks the source's active call; other numbers are inactive results; i = inactive; ? = inconclusive; . = not tested or not shown; & = joins results of further samples; [ ] = another dose, or the depositor's remark. Unless noted, calls come from the whole dose curve; as a rule, active = well fitted curve in the direction sought with a large enough effect; inconclusive = small, poorly fitted or top-dose-only effect, or another doubt; inactive = no such curve, though single readings can be large; an effect the other way counts as inactive or inconclusive.

SMILES,KB-V1 MDR tox,KB-3-1 cytotox,IL1B secr inh,SW480 rerep,MCF10A rerep,ATXN2 expr inh,ATXN viability,HT1080NT lethal,HT1080 IDH1KD tx
Cn1ncc(Br)c1C(=O)NC(=S)N1CCN(c2ccccn2)CC1,?,2%,6,-2%,16%,7%,i,11%,14%
CN(C(=O)CSc1nncc2ccccc12)C1CCCCC1,24%,4%,0,-1%,2%,2%,i,4%,-1%
Cn1nnnc1SCc1nnc(-c2ccc(Cl)cc2)o1,6%,9%,22,-10%,3%,25%,i,6%,7%
NNC(=O)c1cc(Br)cs1,15%,-2%,107,?,1%,-13%,?,6%,4%
CCc1ccc(N=C2NC(=O)/C(=C/c3ccc(OCC(=O)O)cc3)S2)cc1,-4%,2%,18,12%,8%,-16%,i,0%,0%
Nc1c(C(=O)Nc2ccc3c(c2)OCCO3)nnn1CCc1ccccc1,?,6.5µM*,-2,?,20%,12%,i,?,?
CCn1cc(C(=O)N2CCN(c3cc(Cl)ccc3C)CC2)c(=O)c2cc(S(=O)(=O)N3CCCCC3)ccc21,11%,-2%,.,.,.,-12%,i,.,.
O=C(CSc1nnc(SCc2ccccc2)s1)N/N=C/c1c(Cl)cccc1Cl,?,18%,17,-3%,8%,2%,i,-5%,-10%
COCCOc1cc(N(CC(=O)N(C)C)S(=O)(=O)c2ccccc2)c(Cl)cc1Cl,?,-3%,-3,34%,?,-21%,i,0%,2%
CCCOc1ccc(OC(=O)Cc2ccc(OC)c(S(=O)(=O)N3CCOCC3)c2)cc1,1%,1%,3,0%,?,-23%,i,-9%,-29%
COCCNC(=S)N1CCN(c2nc3ccccc3s2)CC1,6%,16%,1,-19%,-7%,-20%,i,9%,-1%
CCC(=O)NC(C)c1cc(Cl)c2cccnc2c1O (stereo not drawn),6%,8.2µM*,.,?,?,8.9µM*,?,.,.
COC(=O)c1cc(OC)c(OC)cc1NC(=O)Cc1ccccc1[N+](=O)[O-],2.3µM*,4%,46,-8%,-17%,32%[activator],i,1%,?
CC(C)[N+](C)(CCOC(=O)C1c2ccccc2Oc2ccccc21)C(C)C,-1%,-15%,?,-6%&-20%&-8%,3%&-14%&4%,-15%&3%,i,?,3%
Cc1cn([C@H]2C[C@H](O)[C@@H](/C=C/C(=O)NCc3ccccc3)O2)c(=O)[nH]c1=O,14%,0%,4,.,.,6%,i,16%,26%
COC(=O)C(CCCN1C(=O)c2ccccc2C1=O)(NC(C)=O)c1nn[nH]n1 (stereo not drawn),-4%,-7%,10,6%,-3%,-28%,i,17%,13%
Cc1cc(C)nc(NS(=O)(=O)c2ccc(NC(=O)c3ccccc3Br)cc2)n1,25%,-1%,-2,.,.,.,i,1%,4%
CC1(C)Cc2ccccc2-c2nc3n(c(=O)c21)CCS3,-4%,8%,31,-13%,15%,?,i,19%,15%
CCOC(=O)CNC(=O)CSc1nc(-c2ccccc2)ns1,-12%,0%,12,5%,-22%,-2%,i,-1%,-3%
COc1ccc(/C=C/C(=O)OCC(=O)c2ccccc2F)cc1,0%,-3%,-13,-4%,-3%,25%,i,14%,16%
CCOc1ccccc1N(CC(=O)Nc1ccc(OC)c(OC)c1)S(=O)(=O)c1ccccc1,-4%,-3%,10,?,12%,-16%,i,-3%,-8%
CN(C)CCCNS(=O)(=O)c1ccc(Oc2ncc(C(F)(F)F)cc2Cl)cc1,0%,-13%,20,-12%,30%,-19%,i,?,?
COc1ccc(Cc2cc(-c3ccc(F)cc3)n[nH]c2=O)cc1,0%,-23%,-15,8%,2%,18%,i,-13%,-12%
O=[N+]([O-])c1ccc(-c2cn3ccccc3n2)cc1,?,-25%,?,-10%,-1%,.,i,-2%,1%
O=C(CSC(=S)N1CCN(c2ccccc2)CC1)Nc1nc(-c2ccccc2)c(-c2ccccc2)o1,-9%,6%,0,-2%,19%,.,i,-1%,-1%
Cc1cccc(NC(=O)CSc2nc3ccccc3nc2N2CCCCC2)c1C,8%,-11%,.,.,.,7%,i,.,.
COC(=O)[C@]1(C)N[C@H](CN(C)S(=O)(=O)c2ccc(OC)cc2)[C@@H]2C(=O)N(C)C(=O)[C@@H]21,0%,0%,24,21%,-1%,-8%,i,3%,5%
O=C(CSCc1ccccc1)N1CCN(c2ccc(F)cc2)CC1,?,8%,?,1%,26µM*,28%,i,-29%,-3%
O=[N+]([O-])c1ccc(S(=O)(=O)N2CCN(c3ccnc4cc(Cl)ccc34)CC2)cc1,14%,6%,-18,2%,4%,?,i,11%,-1%
c1ccc(-c2n[nH]nc2-c2ccccc2)cc1,10%,-6%,2,-19%,-5%,-23%,i,?,?
CCN(CC)S(=O)(=O)c1ccc(-c2csc(C)n2)s1,-6%,1%,-4,0%,3%,10%,i,6%,-5%
Cc1oc(-c2ccccc2F)nc1CN1CCC(C(=O)NC2CCCc3ccccc32)CC1 (stereo not drawn),8.2µM*,-5%,-11,3%,14%,-14%,i,-3%,1%
COc1ccc2[nH]c3c(=O)n(Cc4ccc(C(=O)N5CCCCCC5)cc4)c(=S)[nH]c3c2c1,9%,1%,0,-32%[inhibitor],-6%,.,i,-1%,0%
COc1ccccc1-c1ccc(SCC(=O)NCc2ccc3c(c2)OCO3)nn1,?,21%,-6,-5%,-1%,-24%,i,4%,4%
CCOc1ccc(N(CC(=O)NCC2CCCO2)S(=O)(=O)c2ccc(C)cc2)cc1 (stereo not drawn),?,2%,7,0%,-2%,15%,i,1%,7%
O=C(CSc1nc(-c2ccccc2)nc2c1CCCC2)c1ccc(F)cc1,12%,-9%,.,.,.,3%,i,.,.
Cc1cc2nc(SCCN3CCOCC3)[nH]c2cc1C,0%,6%,3,-4%,-1%,24%,i,11%,3%
Cc1cccc(C)c1Nc1nnc(SCC(=O)Nc2cc(S(=O)(=O)N3CCCCC3)ccc2Cl)s1,?,0%,i,7%,15%,-4%,i,8%,7%
COCC(=O)N(Cc1cc2cc(C)ccc2[nH]c1=O)c1cccc(C)c1C,-16%,4%,10,-3%,0%,25%,i,17%,-3%
O=C(O)C1CCCCC1C(=O)NCc1ccc(F)cc1 (stereo not drawn),-8%,1%,-3,3%,2%,7%,i,-19%,5%
O=C(NC12CC3CC(CC(C3)C1)C2)c1ccc(-c2cccc(Cl)c2)o1,?,-10%,5,?,?,160%[activator],i,-7%,-9%
Cc1cc(=O)n(Cc2cccc(Cl)c2)c2c1c(C)nn2C,6%,14%,.,.,.,-15%,i,.,.
COc1ccccc1Nc1nc(N)nc(CCl)n1,?,4%,-100*,12µM*,?,0%,i,23µM*,12µM*
N=C1SCC(=O)N1c1ccc(Cl)cc1,?,15µM*,0,?,0%,2%,i,5%,5%
O=C(OCc1ccccc1)N(CCCCN(CCCNCc1ccccc1)C(=O)OCc1ccccc1)CCCNCc1ccccc1,?,16µM*,-17,?,5.8µM*,?,?,?,?
CC(C)C1C(=O)N(Cc2cn(CC3CCCCC3)nn2)CCS(=O)(=O)N1Cc1ccc(-c2ccc(F)nc2)cc1 (stereo not drawn),?,16µM*,?,.,.,?,?,?,?
C[C@]12c3[nH]c4ccc(Cl)cc4c3CCN1C(=O)[C@@H](CC(=O)NCc1cccc(C(F)(F)F)c1)C[C@@H]2C(=O)N1CCOCC1,-19%,0%,-56*,?,?,?,.,-26%,?
Cc1nnc(SCC(=O)NC2CCCC2)n1-c1ccccc1,?,0%,-5,0%,11%,.,i,4%,-1%
COC(CNC(=O)c1ccc(N2CCCC2=O)cc1)OC,5%,1%,-18,-12%,-2%,-6%,i,0%,-2%
CCCCNC(=O)C1(NC(=O)Nc2ccccc2)CCCCC1,-1%,17%,-14,i[1.84 µM],-8%,-21%,.,10%,11%
Cc1cccc(-n2nnc(C(=O)Nc3ccc(F)cc3)c2N)c1,?,8%,-13,-15%,15%,51%[activator],i,4%,-8%
O=C(/C=C/C(=O)N1CCc2ccccc2C1)N1CCc2ccccc2C1,3%,-1%,14,0%,0%,.,i,2%,7%
CCc1c(C)nc(SCC(N)=O)c(C#N)c1C,?,2%,16,-4%,0%,-2%,i,-1%,-7%
Cc1cccc(-n2c(SCC(N)=O)nnc2-c2ccco2)c1,8%,0%,-9,-4%,2%,.,i,-2%,-2%
CCOC(=O)c1nn(-c2cccc(OC)c2)c2nc(CC)c(C#N)c(=O)n12,?,14%,12,3%,1%,-3%,?,-1%,1%
COc1ccccc1CNc1nc(-c2cc(C)n(C)c2C)cs1,0%,-3%,51,2%,8%,?,i,-1%,0%
CCn1c(SCC(=O)c2cc(OC)ccc2OC)nnc1C(C)C,0%,-2%,-88*,-4%,21%,2%,i,8%,9%
CC(Cc1cccnc1)NC(=O)c1cc(COc2ccc(F)cc2Cl)on1 (stereo not drawn),.,.,-14,-7%,1%,6%,i,0%,-9%
CCOc1ccc(N(C)S(=O)(=O)c2ccc(C)c(C(=O)NCc3ccccc3OC)c2)cc1,?,?,-20,-4%,?,-6%,i,-5%,-13%
COc1ccc(NC(=O)c2cnc3cc(C)ccn3c2=O)c(OC)c1,?,3%,.,.,.,7%,i,.,.

Not a hit list. About 11% of those tested had a hit in this group.
